Assay outcomes as filed in PubChem.
IDE exosite inh: exo-site inhibitors of human insulin-degrading enzyme | purified IDE, FL-6b probe fluorescence polarization; hits give low values | AID 1259349 | 17,000 tested, 6.3% active | z-score at 20 µM | P14735;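 active = z-score of -3 or lower, meaning strong loss of probe binding signal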;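 also: His-tagged human IDE residues 42-1019 made in E. coli with 30 nM FL-6b probe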
Target sequence (P14735 42-1019 limits assumed): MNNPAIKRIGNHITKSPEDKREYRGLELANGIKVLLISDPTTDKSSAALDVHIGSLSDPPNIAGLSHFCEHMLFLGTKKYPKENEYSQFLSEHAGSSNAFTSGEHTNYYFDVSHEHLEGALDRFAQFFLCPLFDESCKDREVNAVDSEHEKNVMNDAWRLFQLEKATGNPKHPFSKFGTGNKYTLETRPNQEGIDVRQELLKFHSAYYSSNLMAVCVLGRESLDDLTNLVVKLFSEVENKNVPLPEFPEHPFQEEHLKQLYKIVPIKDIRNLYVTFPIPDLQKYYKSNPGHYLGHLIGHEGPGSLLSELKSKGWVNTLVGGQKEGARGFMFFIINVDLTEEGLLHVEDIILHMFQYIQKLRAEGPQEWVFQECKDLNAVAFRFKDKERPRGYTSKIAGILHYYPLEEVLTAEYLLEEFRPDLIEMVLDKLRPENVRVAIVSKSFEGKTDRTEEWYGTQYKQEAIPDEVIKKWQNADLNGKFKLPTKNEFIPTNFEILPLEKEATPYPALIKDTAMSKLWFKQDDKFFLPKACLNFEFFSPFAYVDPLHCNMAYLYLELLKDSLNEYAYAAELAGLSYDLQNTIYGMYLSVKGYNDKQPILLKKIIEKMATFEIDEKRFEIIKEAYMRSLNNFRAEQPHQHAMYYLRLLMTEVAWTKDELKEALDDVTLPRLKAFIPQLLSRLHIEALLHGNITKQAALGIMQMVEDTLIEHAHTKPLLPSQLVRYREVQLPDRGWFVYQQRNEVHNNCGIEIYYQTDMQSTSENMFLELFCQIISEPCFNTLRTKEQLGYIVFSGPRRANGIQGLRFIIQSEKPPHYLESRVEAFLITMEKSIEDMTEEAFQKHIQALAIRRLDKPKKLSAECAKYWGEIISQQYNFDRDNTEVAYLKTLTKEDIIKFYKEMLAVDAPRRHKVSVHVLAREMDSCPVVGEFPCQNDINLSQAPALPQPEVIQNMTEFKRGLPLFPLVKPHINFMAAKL
Starred values were filed as active, the others as inactive; & = joins results of further samples; ! = not confirmed by another sample. An excerpt, so the mix of outcomes need not match the whole.

canonical_smiles,IDE exosite inh
CN(C)C(=O)c1cccc(-c2ccc(C3[C@H]4CNC[C@@H]3N4C(=O)Nc3cccc(Cl)c3)cc2)c1 (some centres undefined),-0.236&0.724
CCC(=O)N1CC(=O)N2[C@H](CO)[C@H](c3ccc(C#CCC(C)C)cc3)[C@H]2C1,-0.0689
COc1cccc(-c2ccc([C@H]3[C@H](C#N)N(C(=O)c4ccccn4)[C@H]3CO)cc2)c1,-2.87
COc1ccccc1NC(=O)N[C@@H]1CC[C@@H](CCNS(=O)(=O)c2ccc(Cl)cc2)O[C@@H]1CO,1.77
C[C@H]1CN([C@@H](C)CO)C(=O)CCCn2cc(nn2)CO[C@H]1CN(C)S(=O)(=O)c1cccc(C#N)c1,-0.454
COCC(=O)N1[C@@H](C#N)[C@@H](c2ccccc2)[C@@H]1CO,1.64
O=S(=O)(c1cccc(F)c1)N1CC[C@@H]2[C@@H](CO)Nc3ccc(C#Cc4ccccc4F)cc3[C@@H]21,0.579
Cc1noc(C)c1NC(=O)Nc1ccc2c(c1)C(=O)N(C)[C@@H]1CC[C@H](CC(=O)N[C@H]3CCN(Cc4ccccc4)C3)O[C@@H]1CO2,-0.206
CS(=O)(=O)N1CC(=O)N2[C@H](C1)[C@H](c1ccc(C#Cc3cccc(F)c3)cc1)[C@@H]2CO,-8.36*
COCC(=O)N1CCCCN2[C@H](CO)[C@H](c3ccc(-c4ccccc4)cc3)[C@H]2C1,-0.281
Cc1cccc(-c2ccc([C@@H]3[C@H]4CN(C(=O)NC5CCCCC5)CC(=O)N4[C@H]3CO)cc2)c1,-15.8*
O=S(=O)(NC[C@@H]1[C@H](c2ccccc2)[C@H](CO)N1CC1CC1)c1ccccc1,-2.86

Shown as a hit in IDE exosite inh (from the list above):
canonical_smiles,IDE exosite inh
CS(=O)(=O)N1CC(=O)N2[C@H](C1)[C@H](c1ccc(C#Cc3cccc(F)c3)cc1)[C@@H]2CO,-8.36*
Cc1cccc(-c2ccc([C@@H]3[C@H]4CN(C(=O)NC5CCCCC5)CC(=O)N4[C@H]3CO)cc2)c1,-15.8*

The results go on:
canonical_smiles,IDE exosite inh
Cc1ccc(S(=O)(=O)N2C[C@@H]3N[C@H](C2)C3c2ccc(-c3cccc(C#N)c3)cc2)cc1 (some centres undefined),-0.36&-0.089
Cc1ccccc1-c1ccc([C@@H]2[C@@H](CO)N3C(=O)CN(C(=O)c4ccncc4)C[C@@H]23)cc1,-3.55*
Cc1ccccc1S(=O)(=O)N1[C@H](CO)[C@@H](c2ccc(C#CC3CC3)cc2)[C@@H]1C#N,-1.34
CC=Cc1ccc2n(c1=O)C[C@@H]1[C@@H](CO)[C@H](C(=O)N3CCc4ccccc4C3)[C@H]2N1Cc1cocn1 (mixture of isomers),-0.165
N#Cc1ccc(-c2ccc(C3[C@@H]4CN(C(=O)C5CCCCC5)C[C@H]3N4)cc2)cc1 (some centres undefined),-0.691&0.623
COc1cccc(-c2ccc3c(c2)[C@H]2[C@H](CCN2S(=O)(=O)C2=NC(C)C=N2)[C@H](CO)N3C)c1 (some centres undefined),1.22
CC(C)CC#Cc1ccc([C@H]2[C@@H](CO)N3C(=O)CN(C(=O)c4ccc5c(c4)OCO5)C[C@@H]23)cc1,0.687
C/C=C/c1ccc([C@H]2[C@@H](CO)N3C(=O)CN(C(=O)c4cccc(F)c4)C[C@@H]23)cc1,0.987
N#C[C@H]1[C@H](c2ccccc2C2=CCCCC2)[C@H](CO)N1C(=O)Cc1ccncc1,0.258
N#C[C@@H]1[C@@H](c2ccccc2)[C@@H](CO)N1S(=O)(=O)c1ccc(-c2ccccc2)cc1,2.4
CC(=O)N1CC2(C1)[C@@H](c1ccccc1)[C@@H](CO)N2C(=O)c1cnccn1,-0.00565
O=C(C[C@@H]1CC[C@@H]2[C@H](COC[C@@H](O)CN2C(=O)c2ccncc2)O1)Nc1ccc(-c2ccccc2)cc1,-0.733

(list continues)
canonical_smiles,IDE exosite inh
C[C@@H]1CCCCO[C@H](CN(C)C(=O)Nc2ccccc2)[C@H](C)CN([C@@H](C)CO)C(=O)c2cc(NC(=O)Nc3ccccc3)ccc2O1,0.278
CC(=O)N1[C@H](CNC(=O)CN(C)C)[C@H](c2ccc(C3=CCCCC3)cc2)[C@@H]1CO,-1.31
O=C(c1ccccn1)N1CC(=O)N2[C@H](CO)[C@@H](c3ccc(C#CCc4ccccc4)cc3)[C@H]2C1,-1.88
C[C@H]1CN([C@@H](C)CO)C(=O)CCCn2nncc2CO[C@@H]1CN(C)Cc1ccccc1C(=O)O,0.205
Cc1cccc(-c2ccc(C3[C@@H]4CN(C(=O)C5CCCCC5)C[C@H]3N4)cc2)c1 (some centres undefined),-5.42*!
CO[C@H](C(=O)N(C)C[C@H]1OCc2ccccc2-c2ccccc2C(=O)N([C@@H](C)CO)C[C@H]1C)c1ccccc1,-0.92
CCCC#Cc1ccc([C@@H]2[C@@H](C#N)N(C(=O)CN3CCOCC3)[C@H]2CO)cc1,-1.5
COc1ccccc1NC(=O)N1CCCCN2[C@H](C1)[C@H](c1ccc(C#CC3CCCC3)cc1)[C@@H]2CO,3.07
COCC#Cc1ccc([C@@H]2[C@@H](CO)N3CCCCN(Cc4cncnc4)C[C@@H]23)cc1,-1.46
COc1cccc(NC(=O)C[C@@H]2CC[C@@H]3[C@@H](COc4ccc(NC(=O)C5CC5)cc4C(=O)N3C)O2)c1,0.00114
Cc1noc(C)c1NC(=O)Nc1ccc2c(c1)C(=O)N(C)[C@@H]1CC[C@@H](CC(=O)N[C@H]3CCN(Cc4ccccc4)C3)O[C@H]1CO2,-0.917
Cc1nn(C)cc1NC(=O)C[C@@H]1CC[C@@H]2[C@H](COc3ccc(NC(=O)C4CCOCC4)cc3C(=O)N2C)O1,-0.74

Following part
canonical_smiles,IDE exosite inh
CCC(=O)N1CCCCN2[C@@H](CO)[C@H](c3ccc(C#Cc4ccccc4F)cc3)[C@@H]2C1,-3.92*
C/C=C/c1ccc([C@H]2[C@@H](C#N)N(C(=O)CN3CCOCC3)[C@@H]2CO)cc1,2.96
CO[C@H]1CN(C)C(=O)c2ccc(NC(C)=O)cc2OC[C@@H](C)N(Cc2cccc(F)c2)C[C@H]1C,0.977
OC[C@@H]1[C@@H](c2ccc(-c3cccc(F)c3)cc2)[C@@H]2CN(CCC(F)(F)F)CCCCN12,3.76
Cc1cccc(-c2ccc([C@@H]3[C@@H](CO)N4CCCCN(S(=O)(=O)c5cn(C)cn5)C[C@H]34)cc2)c1,-0.699
C[C@H]1CCCCO[C@H](CN(C)Cc2ccc(C(=O)O)cc2)[C@@H](C)CN([C@@H](C)CO)C(=O)c2cc(N(C)C)ccc2O1,0.469
N#C[C@H]1[C@H](c2ccccc2-c2ccccc2F)[C@H](CO)N1C(=O)C1CCC1,-1.79
CCC(=O)N1CCCCN2[C@@H](CO)[C@H](c3ccc(-c4cccc(C(=O)N(C)C)c4)cc3)[C@@H]2C1,0.486
CCCC#Cc1ccc([C@@H]2[C@@H](CO)N3C(=O)CN(C(=O)c4ccncc4)C[C@H]23)cc1,-0.294
C[C@@H]1CCCCO[C@@H](CN(C)CC2CCCCC2)[C@@H](C)CN([C@@H](C)CO)C(=O)c2cc(NS(C)(=O)=O)ccc2O1,-0.652
CCCNC(=O)N1CC2(C1)[C@H](c1ccccc1)[C@H](CO)N2C(=O)CC1CC1,0.963
CC(C)C#Cc1ccc([C@@H]2[C@H]3CN(CC4CC4)CCCCN3[C@H]2CO)cc1,0.807

Later entries:
canonical_smiles,IDE exosite inh
COc1ccccc1CN1[C@@H](CO)[C@@H]2c3ccccc3N(C(=O)c3cccnc3)C[C@@H]21,-0.227
COc1ccc(S(=O)(=O)N2CCCCN3[C@@H](CO)[C@@H](c4ccc(C5=CCCC5)cc4)[C@@H]3C2)cc1,0.886
O=C(C1CCC1)N1C[C@@H]2[C@H](c3ccccc31)[C@H](CO)N2C(=O)Nc1cccc(F)c1,0.107
CO[C@@H]1CN(C)C(=O)c2ccc(NC(=O)c3cccnc3)cc2OC[C@@H](C)N(CC2CCCCC2)C[C@H]1C,-0.217
COc1ccc2c3c([nH]c2c1)[C@@H](CO)N(C(=O)NC(C)C)CC31CN(C(=O)c2ccncc2)C1,-0.624
COc1cccc(NC(=O)Nc2ccc3c(c2)C(=O)N(C)C[C@H](OC)[C@@H](C)CN[C@H](C)CO3)c1,-1.24
Cn1cnc(S(=O)(=O)N[C@H]2CC[C@@H](CC(=O)NCC3CCCCC3)O[C@@H]2CO)c1,0.0128
CN1CCN(C(=O)c2cc3c(c(-c4cccc(-c5cccnc5)c4)n2)[C@@H](CCO)N(C(=O)CC2CC2)C3)CC1,0.118
C/C=C/c1ccc([C@H]2[C@H](CO)N3CCCCN(C(=O)Nc4cc(F)ccc4F)C[C@@H]23)cc1,1.36
CCN(C[C@@H]1N[C@H](CO)[C@H]1c1ccc(-c2cccc(F)c2)cc1)C(=O)COC,-0.222
Cc1ccccc1-c1ccc([C@H]2[C@H]3CN(C(=O)Cc4ccccn4)CC(=O)N3[C@H]2CO)cc1,-8.9*
OC[C@@H]1[C@H](c2ccc(-c3cccc(F)c3)cc2)[C@@H]2CN(Cc3cncnc3)CCCCN12,-0.8

Following part
canonical_smiles,IDE exosite inh
O=C(C1CCOCC1)N1CC2(C1)[C@@H](c1ccccc1)[C@@H](CO)N2Cc1ccccc1F,0.464
C/C=C/c1ccc([C@@H]2[C@@H](CO)N(C(=O)C3CC3)[C@H]2CN(CC)C(C)=O)cc1,2.81
CC(=O)N(C)C[C@@H]1[C@@H](c2ccc(-c3cccnc3)cc2)[C@H](CO)N1C(=O)C1CC1,-0.505
CS(=O)(=O)N1[C@H](C#N)[C@@H](c2ccc(C#CC3CCCCC3)cc2)[C@H]1CO,3.75
CN1C(=O)c2cc(NC(=O)Nc3cccc(C#N)c3)ccc2OC[C@H]2O[C@@H](CC(=O)NCc3ccc(Cl)cc3)CC[C@@H]21,-0.71
C[C@H](NC(=O)C[C@@H]1CC[C@@H]2[C@@H](COc3ccc(NC(=O)C4CCOCC4)cc3C(=O)N2C)O1)c1ccccc1,-0.888
O=C(C[C@@H]1CC[C@H](NC(=O)c2cccnc2)[C@@H](CO)O1)NCc1ccc(Cl)c(Cl)c1,1.55
COc1cccc(-c2ccc([C@@H]3[C@@H](CO)N4CCCCN(C(=O)c5ccc6c(c5)OCO6)C[C@@H]34)cc2)c1,0.952
CCC(=O)N1CCCCN2[C@H](C1)[C@H](c1ccc(/C=C/c3ccccc3)cc1)[C@@H]2CO,-10.3*
Cc1ccc(-c2ccc(C3[C@H]4CNC[C@@H]3N4S(=O)(=O)c3cccc(C)c3)cc2)cc1 (some centres undefined),3.66&3.13
CCCC#Cc1ccc([C@H]2[C@H](CO)N3CCCCN(S(=O)(=O)c4ccccc4F)C[C@@H]23)cc1,0.0978
CN(C)CC(=O)N1[C@H](C#N)[C@H](c2ccc(-c3ccc(C(=O)N(C)C)cc3)cc2)[C@H]1CO,-0.202

Molecules above that contain a COOH group (two):
canonical_smiles,IDE exosite inh
C[C@H]1CN([C@@H](C)CO)C(=O)CCCn2nncc2CO[C@@H]1CN(C)Cc1ccccc1C(=O)O,0.205
C[C@H]1CCCCO[C@H](CN(C)Cc2ccc(C(=O)O)cc2)[C@@H](C)CN([C@@H](C)CO)C(=O)c2cc(N(C)C)ccc2O1,0.469

(next part)
canonical_smiles,IDE exosite inh
O=C(Nc1ccccc1F)N1CC(=O)N2[C@H](CO)[C@@H](c3ccc(C#Cc4ccccc4)cc3)[C@H]2C1,-0.574
CCCNC(=O)N1C[C@H](C)[C@H](OC)CN(C)C(=O)c2ccc(NC(=O)CC)cc2OC[C@H]1C,-0.0435
O=C(C[C@@H]1C=C[C@H](NC(=O)Nc2ccccc2F)[C@@H](CO)O1)NCc1ccc(-c2ccccc2)cc1,2.9
CCC(=O)Nc1ccc2c(c1)C(=O)N(C)C[C@@H](OC)[C@H](C)CN(C(=O)Cc1cccnc1)[C@@H](C)CO2,0.825
CO[C@@H]1CC[C@@H]2CCOc3ccc(C#N)cc3C(=O)N(C)[C@@H](C)C(=O)N(C)C[C@H]1O2,1.5
Cc1ccccc1-c1ccc(C2[C@@H]3CN(C(=O)Cc4ccncc4)C[C@H]2N3)cc1 (some centres undefined),-9.03*!
COCC(=O)N1[C@H](CO)[C@H]2c3ccccc3N(C(=O)c3cccnc3)C[C@H]21,-0.584
CCCC#Cc1ccc([C@@H]2[C@H](C#N)N(C(=O)C3CC3)[C@H]2CO)cc1,0.953
CC(C)CN(C[C@H]1N[C@@H](CO)[C@@H]1c1ccc(-c2cncnc2)cc1)C(=O)C1CC1,0.773
O=C(C[C@H]1CC[C@H](NS(=O)(=O)c2ccc(F)cc2)[C@@H](CO)O1)N1CCN(c2ccccc2)CC1,0.919
O=C(CN1CCOCC1)N1CCCCN2[C@H](C1)[C@H](c1ccc(C#Cc3ccccc3F)cc1)[C@@H]2CO,-6.05*
CC(=O)NC[C@@H]1[C@@H](c2ccc(-c3ccccc3F)cc2)[C@@H](CO)N1C(=O)C1CC1,3.06
CC(=O)N1CC(=O)N2[C@@H](CO)[C@@H](c3ccc(C#CC(C)C)cc3)[C@@H]2C1,0.406
COc1ccccc1C#Cc1ccc([C@@H]2[C@@H](C#N)N(C(=O)C3CC3)[C@H]2CO)cc1,-4.25*

Looked up above.
`COCC(=O)N1[C@@H](C#N)[C@@H](c2ccccc2)[C@@H]1CO` in IDE exosite inh → 1.64
`Cc1ccc(S(=O)(=O)N2C[C@@H]3N[C@H](C2)C3c2ccc(-c3cccc(C#N)c3)cc2)cc1` (some centres undefined) in IDE exosite inh → -0.36&-0.089
`Cc1ccc(-c2ccc(C3[C@H]4CNC[C@@H]3N4S(=O)(=O)c3cccc(C)c3)cc2)cc1` (some centres undefined) in IDE exosite inh → 3.66&3.13
`CO[C@H](C(=O)N(C)C[C@H]1OCc2ccccc2-c2ccccc2C(=O)N([C@@H](C)CO)C[C@H]1C)c1ccccc1` in IDE exosite inh → -0.92
`Cc1cccc(-c2ccc(C3[C@@H]4CN(C(=O)C5CCCCC5)C[C@H]3N4)cc2)c1` (some centres undefined) in IDE exosite inh → -5.42*!
`N#Cc1ccc(-c2ccc(C3[C@@H]4CN(C(=O)C5CCCCC5)C[C@H]3N4)cc2)cc1` (some centres undefined) in IDE exosite inh → -0.691&0.623
`CCC(=O)N1CCCCN2[C@H](C1)[C@H](c1ccc(/C=C/c3ccccc3)cc1)[C@@H]2CO` in IDE exosite inh → -10.3*
